MITF primary: inhibitors of human MITF; O75030; AlphaScreen MITF homodimerization, bead proximity signal; inhibition, % at 2.6 µM; hit rate 0.91% among 650,000; AID 1259374; in the data active = inhibition above about 50%;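 also: 0% = vehicle wells with protein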
FBW7 act: activators of human E3 ligase FBW7 | AlphaScreen FBW7–phospho-cyclin E peptide binding, activator screen | hit rate 0.13% among 650,000 | AID 1259310 | normalized activity (activation), % at 26.1 µM; in the data active = normalized activity above about 1.9%;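 also: purified mutant Fbw7 with reduced substrate affinity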
Target sequence (Q969H0 whole entry, looked up): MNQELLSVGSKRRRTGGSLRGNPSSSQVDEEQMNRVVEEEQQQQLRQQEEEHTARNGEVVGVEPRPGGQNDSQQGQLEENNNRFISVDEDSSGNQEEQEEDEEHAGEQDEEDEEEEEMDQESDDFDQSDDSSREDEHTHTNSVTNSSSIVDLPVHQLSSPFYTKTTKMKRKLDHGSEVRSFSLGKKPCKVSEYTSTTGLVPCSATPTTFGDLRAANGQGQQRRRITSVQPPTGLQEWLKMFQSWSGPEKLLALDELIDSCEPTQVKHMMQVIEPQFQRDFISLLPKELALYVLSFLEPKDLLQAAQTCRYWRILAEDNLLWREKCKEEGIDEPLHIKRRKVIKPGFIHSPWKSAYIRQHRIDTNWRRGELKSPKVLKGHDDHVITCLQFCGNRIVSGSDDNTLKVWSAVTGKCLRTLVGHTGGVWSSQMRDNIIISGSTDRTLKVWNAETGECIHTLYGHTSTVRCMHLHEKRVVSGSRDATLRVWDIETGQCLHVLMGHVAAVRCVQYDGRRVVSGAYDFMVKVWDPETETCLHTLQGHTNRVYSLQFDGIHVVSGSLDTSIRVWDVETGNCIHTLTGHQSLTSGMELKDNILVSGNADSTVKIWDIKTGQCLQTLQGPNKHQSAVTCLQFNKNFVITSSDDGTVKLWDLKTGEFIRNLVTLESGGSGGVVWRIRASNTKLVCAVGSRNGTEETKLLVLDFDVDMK
TEAD-YAP inh: TEAD-YAP interaction inhibition; hit rate 1.4% among 640,000; HEK-TIYL cells, TEAD-Gal4/YAP UAS-luciferase luminescence; inhibition, % at 9.12 µM; in the data active = inhibition above about 32%;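 also: 0% = median of test compound wells and 100% = reference inhibitor wells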
GPR151 ag: activates the human receptor GPR151; Q8TDV0; PathHunter beta-arrestin GPR151 cells, luminescence; activation, % at 11.2 µM; hit rate 1% among 650,000; AID 1508602; in the data active = activation above about 4.9%;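 also: 0% = median of compound wells and 100% = cells with positive control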
* marks the source's active call; other numbers are inactive results; nt = not tested or not shown; & = joins results of further samples. Rows were taken by chance, and some 3.4% of all compounds hit somewhere here.

mol | MITF primary | FBW7 act | TEAD-YAP inh | GPR151 ag
CCCCc1nc(SCc2ccccc2F)c2c(=O)n(C)c(=O)n(C)c2n1 | -4 | 0.2 | 3 | -1.1
CC1=CC=CC2=NC(=O)CC(C)(C(=O)N(CC(=O)NC(C)C)C3CCCC3)N12 (stereo unspecified) | 4 | 0.1 | 9 | 1.8
CCN1C(=O)CSC1=NC12CC3CC(CC(C3)C1)C2 | -15 | -0.2 | -1 | 0.7
Cc1sc2ncnc(SCC(=O)NC(Cc3ccccc3)C(=O)O)c2c1C (stereo unspecified) | 4 | 0.0 | 1 | -0.6
Cc1ccc2cc(CN(C(=O)Nc3ccccc3)C3CCCC3)c3nnnn3c2c1 | 65* | -0.1 | 11 | -0.1
CC1CCN(C(=O)C(C)Sc2nnc3c(n2)[nH]c2ccccc23)CC1 (stereo unspecified) | -10 | -0.1 | -11 | -0.1
Cc1cccc(NCC(O)Cn2c(C)c(C)c3ccccc32)c1 (stereo unspecified) | -5 | -0.5 | 3 | -0.5
OC1CCC(Nc2nc(Nc3ccc(N4CCOCC4)cc3)c3ncn(-c4ccccc4)c3n2)CC1 (stereo unspecified) | 21 | -0.4 | 38* | 1.0
Cc1c(C(=O)NC2CCCCC2C)oc2ccc(S(=O)(=O)N3CCCC3)cc12 (stereo unspecified) | 1 | 0.0 | -1 | -0.2
O=C(CCc1ccccc1)Nc1cccc(O)c1 | -3 | -0.1 | -20 | -0.9
O=S(=O)(c1ccc(NC(=S)Nc2ccccc2)cc1)N1CCCCCC1 | 12 | 0.0 | -1 | -1.2
OC(c1ccccn1)C1CCN(c2nncc(-c3ccccc3)n2)CC1 (stereo unspecified) | -10 | 0.1 | -8 | -1.4
CC1CN(C(=O)c2cnn(-c3ccccc3)c2NC(=O)c2cccc(F)c2)CC(C)O1 (stereo unspecified) | 10 | 0.1 | 9 | -0.1
COC(=O)CN(C)C(=O)CNC(=O)c1nn(-c2ccc(OC)cc2OC)c(=O)c2ccccc12 | -2 | -0.1 | -5 | 0.1
O=C(CSc1nnc2sc3ccccc3n12)NC12CC3CC(CC(C3)C1)C2 | 33 | 0.0 | -3 | 0.4
CCC(C)NC(=O)CN1C(=O)COc2ccc(C)cc21 (stereo unspecified) | -5 | 0.0 | -5 | 1.2
CCn1c(C)[n+](CC)c2ccc(Cl)cc21 | 57* | -0.4 | -2 | 1.0
Cc1c(C(=O)Nc2ccccc2[N+](=O)[O-])oc2ccc(F)cc12 | 12 | 0.0 | -8 | 2.5
COc1ccc(OCC(=O)OCCN2C(=O)c3ccccc3C2=O)cc1 | -11 | 0.1 | -6 | 0.5
COCc1ccc(CN2CCc3nnc(CCNC(=O)c4ccc(C)cc4)n3CC2)o1 | -8 | -0.1 | 6 | 0.1
O=C(/C=C/c1ccc2c(c1)OCO2)Nc1ccc(N2CCCCC2)cc1 | 10 | 0.1 | -2 | -1.8
COc1ccc(OC)c(CC(=O)NCC2CCC3(CCN(Cc4ccccc4)CC3)O2)c1 (stereo unspecified) | 4 | -0.2 | -24 | -0.8
Cc1cc(C)n(CCC(=O)N2CCc3nnc(C(C)C)n3CC2)n1 | -4 | -0.1 | -8 | -1.3
O=C(COc1ccc2ccccc2c1)Nc1ncn[nH]1 | 4 | -0.5 | -22 | 0.7
CCSc1nnc(-c2cccc(S(=O)(=O)N(C)C)c2)n1-c1ccc(F)cc1 | 2 | -0.1 | -9 | -0.8
CN1C(=O)/C(=c2\sc3n(c2=O)CN(c2ccc(F)cc2)CN=3)c2ccccc21 | 11 | 0.1 | 5 | 0.3
COC(=O)N/N=C/c1c(C)n(CCOc2ccccc2)c2ccccc12 | -1 | -0.1 | -7 | -0.4
O=C(NNC(=O)c1c(O)c2ccccc2[nH]c1=O)c1ccc(Br)cc1 | 3 | 0.1 | 2 | 1.3
Nn1c(SCC(=O)NC2CCCCCCC2)nnc1-c1ccco1 | 1 | 0.2 | 6 | -0.6
COc1ccc(-c2cc(C(F)(F)F)n3nc(C(=O)N4CCCc5ccccc54)c(Cl)c3n2)cc1OC | -9 | -0.2 | -11 | -0.2
Cn1c(-c2cccc(Cl)c2)n[nH]c1=S | 2 | 0.2 | 7 | 0.6
CCOC(=O)C1=C(C)N(C)C(=S)NC1c1cccc([N+](=O)[O-])c1 (stereo unspecified) | 5 | -0.2 | 7 | 4.2
CSc1nnc2c(n1)OC(c1ccccn1)Nc1ccccc1-2 (stereo unspecified) | -9 | -0.1 | 5 | -1.6
CC1=C(C(=O)Nc2ccc(Cl)cc2)C(c2ccc(N(C)C)cc2)NC(=S)N1 (stereo unspecified) | 18 | 0.1 | 9 | 0.3
Cc1cc(C(=O)OCC(=O)NC(=O)NC(C)(C)C)c(C)o1 | 2 | 0.0 | -3 | -2.9
CC[C@@H]1NC(=O)[C@@H]2C[C@H](NC(=O)Nc3ccccc3F)CN2C1=O | 11 | 0.0 | 5 | -0.6
CC(C)(C)c1ccc(OCC(O)C[N+]2(C)CCOCC2)cc1 (stereo unspecified) | 18 | 0.5 | 8 | 0.9
CC1CCC2C(=O)N(c3ccccc3OC(=O)c3ccc(Cl)cc3)C(=O)C2C1 (stereo unspecified) | -13 | -0.1 | 6 | -0.5
N#Cc1ccc(NC(=O)COc2ccc(Br)cc2Cl)cc1 | 13 | 0.6 | -1 | -0.2
CCOC(=O)C1=C(C)N(c2ccccc2)C(=O)/C1=C\c1cc(OC)ccc1OC | -5 | -0.1 | 8 | -0.6
Cc1cc(C(=O)CSc2nnc(Cc3ccccc3)o2)c(C)n1CC1CCCO1 (stereo unspecified) | 16 | 0.2 | -22 | 2.8
O=C(CSc1nc2ccccc2s1)Nc1ccc2c(c1)OCCO2 | -3 | -0.1 | -2 | 0.3
COc1cc(NC(=O)Cc2noc3ccccc23)cc(OC)c1OC | -5 | -0.2 | 1 | -0.5
C[C@](N)(Cc1ccc(O)c(O)c1)C(=O)O | 39&12 | -0.1&0.0 | nt | -1.3&1.6
NC(=O)C[n+]1cccc(C(=O)Nc2ccccc2)c1 | 10 | 0.1 | -6 | -0.2
COc1cccc(NC(=S)N(CCN2CCOCC2)Cc2ccccc2F)c1 | -8 | -0.2 | -6 | 0.6
CCCOc1ccc(/C=N/NC(=O)c2ccccn2)cc1 | 3 | -0.1 | 20 | -7.1
COCC1=C(C(=O)OC)C(c2cccc(Br)c2)C(C#N)=C(N)O1 (stereo unspecified) | 15 | 0.1 | 11 | -1.3
O=C(c1cc(COc2cccc3cnccc23)on1)N1CCCCO1 | 17 | 0.2 | 15 | -0.4
COc1ccc(CCNC(=O)c2nnn(-c3ccccc3)c2N)cc1OC | 5 | 0.1 | -16 | -0.8

Copied from the list:
CCOC(=O)C1=C(C)N(c2ccccc2)C(=O)/C1=C\c1cc(OC)ccc1OC in GPR151 ag → -0.6
Nn1c(SCC(=O)NC2CCCCCCC2)nnc1-c1ccco1 in MITF primary → 1

Already shown: an excerpt of the list.
mol | MITF primary | FBW7 act | TEAD-YAP inh | GPR151 ag
Cc1ccc2cc(CN(C(=O)Nc3ccccc3)C3CCCC3)c3nnnn3c2c1 | 65* | -0.1 | 11 | -0.1
CC1CCN(C(=O)C(C)Sc2nnc3c(n2)[nH]c2ccccc23)CC1 (stereo unspecified) | -10 | -0.1 | -11 | -0.1
Cc1cccc(NCC(O)Cn2c(C)c(C)c3ccccc32)c1 (stereo unspecified) | -5 | -0.5 | 3 | -0.5
OC1CCC(Nc2nc(Nc3ccc(N4CCOCC4)cc3)c3ncn(-c4ccccc4)c3n2)CC1 (stereo unspecified) | 21 | -0.4 | 38* | 1.0
Cc1c(C(=O)NC2CCCCC2C)oc2ccc(S(=O)(=O)N3CCCC3)cc12 (stereo unspecified) | 1 | 0.0 | -1 | -0.2
O=C(CCc1ccccc1)Nc1cccc(O)c1 | -3 | -0.1 | -20 | -0.9

(more compounds)
Results follow in this order: MITF primary | FBW7 act | TEAD-YAP inh | GPR151 ag
- c1ccc(-c2nc3ccccc3c3nncn23)cc1
  -6 | 0.2 | 3 | 1.2
- O=C(Nc1ccc2nc3n(c(=O)c2c1)CCCCC3)C(=O)N1CCN(c2ccccc2)CC1
  4 | 0.1 | 4 | -0.6
- O=C(NCCc1ccccc1)C1COc2ccccc2O1 (stereo unspecified)
  -7 | 0.0 | -32 | 2.1
- O=C(Nc1cccc(NC(=S)NC(=O)c2ccccc2[N+](=O)[O-])c1)c1ccco1
  4 | 0.3 | 15 | 1.9
- CCOc1ccccc1CN1CCNC(=O)C1CC(=O)NCCCC(=O)OC (stereo unspecified)
  9 | 0.0 | 0 | -0.5
- COc1cccc(NS(=O)(=O)c2cc(C(=O)N3CCN(Cc4ccccc4)CC3)ccc2NCCc2ccc(OC)c(OC)c2)c1
  3 | -0.1 | 52* | -0.4
- O=C(Cn1cnc2c(cnn2-c2ccccc2)c1=O)Nc1ccc(N2CCCC2)cc1
  19 | 0.8 | 14 | -1.3
- CSc1cccc(NC(=O)C2C3C=CC4(O3)C2C(=O)N(CCCN2CCCC(C)C2)C4C(=O)NC2CCCCC2)c1 (stereo unspecified)
  1 | -0.2 | 1 | 1.8
- Cc1ccc2cc(CN(C(=O)c3cnccn3)C3CCCC3)c3nnnn3c2c1
  1 | -0.2 | -2 | 0.0
- O=C1NN(c2cccc(Cl)c2)C(=O)/C1=C\c1ccco1
  14 | 0.1 | 1 | 1.7
- CCCSCCCNC(=O)CS(=O)(=O)Cc1nc(-c2cccc(OC)c2)oc1C
  -7 | -0.2 | 4 | -0.7
- O=C(Cc1ccc([N+](=O)[O-])cc1)Nc1ccc(Br)cn1
  -11 | -0.1 | 7 | 0.3
- CC(=O)Nc1ccc(C(=O)N/N=C/c2ccc(F)cc2)cc1
  19 | 0.2 | -16 | -0.6
- Cc1cnc(-c2ccc(C(=O)N3CCN(C)CC3)cc2)nc1NCc1cccnc1
  8 | -0.2 | 4 | -0.8
- COc1cccc(C(=O)Oc2coc(CSc3nnc(NC(C)=O)s3)cc2=O)c1
  -5 | -0.1 | -2 | -0.6
- O=C1CCCC2=C1C(CCc1ccccc1)C1=C(CCCC1=O)O2
  10 | -0.1 | 1 | 0.3
- COCCCNS(=O)(=O)Cc1ccccc1
  13 | 0.0 | 10 | -1.7
- COC(=O)c1cc(C(=O)OC)cc(N2C(=O)CSC2c2cccc(F)c2)c1 (stereo unspecified)
  16 | 0.2 | 0 | -0.5
- Cc1onc(-c2ccccc2Cl)c1C(=O)Nc1ccccc1N(C)C(=O)c1ccccc1
  12 | 0.2 | -2 | 0.8
- CC(c1cccs1)N(C)C1CCC(=O)N(Cc2ccc(F)cc2F)CC1 (stereo unspecified)
  7 | 0.0 | 9 | -0.5
- Cc1cccc(CCNC(=O)CN2CCN(Cc3cccc(Cl)c3)C2=O)c1
  -1 | 0.1 | 8 | 0.3
- Cc1oc(-n2cccc2)c(C#N)c1C(=O)NC1CCCCCC1
  2 | 0.0 | -6 | -0.9
- N#CC1=C(N)Oc2n[nH]c(-c3ccncc3)c2C1c1ccc(OCc2c(F)cccc2Cl)cc1 (stereo unspecified)
  13 | -0.3 | -5 | 0.9
- Cc1ccc(S(=O)(=O)N(C)CC(=O)OCC(=O)c2ccc3c(c2)NC(=O)CO3)cc1
  -2 | -0.1 | 7 | 2.9
- C/C(=N/NC(=O)c1ccc([N+](=O)[O-])cc1)c1ccc2ccccc2c1O
  7 | 0.0 | 7 | -1.1
- CCOC(=O)c1ccc(NC(=O)C2CC(=O)N(C)C(=Nc3ccc(C(=O)OC)cc3)S2)cc1 (stereo unspecified)
  -2 | -0.1 | 7 | -1.0
- COC(=O)C(CC(C)C)NC(=O)c1ccc(C(C)(C)C)cc1 (stereo unspecified)
  3 | 0.9 | -4 | -1.7
- Cc1cc(S(=O)(=O)Nc2cc3c4c(c2)CCN4C(=O)CC3)ccc1F
  -8 | 0.0 | -23 | 0.1
- COC(=O)c1nnn(CC(=O)Nc2ccc(Br)cc2)c1C(=O)OC
  13 | -0.1 | 1 | -1.3
- CCc1cc(CNCc2c(C(=O)N3C[C@@H](C)O[C@@H](C)C3)nc3ccc(Cl)cn23)on1
  3 | 0.0 | -6 | -0.2
- COc1ccc(Cl)cc1NC(=O)c1ccc(OC)c([N+](=O)[O-])c1
  0 | 0.0 | -12 | 1.0
- CC1CCCCN1S(=O)(=O)c1ccc(NC(=O)c2cncc(Br)c2)cc1 (stereo unspecified)
  10 | 0.6 | 2 | 0.7
- Cc1cc(C)c(N2C(=O)C3C4C=CC(CO)(O4)C3C2=O)c(C)c1 (stereo unspecified)
  6 | -0.1 | -7 | 1.5
- COc1ccc(C(=O)Nc2ccc(Br)cc2)cc1S(=O)(=O)N1CCOCC1
  -3 | -0.1 | 16 | 1.8
- O=C1c2ccc3c4c(ccc(c24)C(=O)N1Cc1ccccc1)C(=O)N(Cc1ccccc1)C3=O
  1 | -0.2 | 2 | 2.1
- COC(=O)c1ccc(/C=C/C(=O)c2ccc(F)cc2)cc1
  0 | -0.1 | -40 | 2.9
- CC12CCC(C(=O)Nc3ncc(Cl)cc3Cl)(CC1=O)C2(C)C (stereo unspecified)
  12 | 0.2 | -1 | 5.3*
